High-throughput results deposited in PubChem by The Scripps Research Institute Molecular Screening Center.
ADAM17 inh: ADAM17 inhibition, QFRET primary screen | recombinant ADAM17, EDANS/DABCYL FRET peptide cleavage | inhibition, % at 6.95 µM | P78536 | hit rate 0.83% among 370,000 | AID 720648;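 active means inhibition above the mean of compounds lying between control limits plus 3 SD, set per campaign, cut at about 8.5% in these data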;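 further: 0% = DMSO-only wells as the low control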
MBD2 DNA inh: blocks human MBD2 binding to methylated DNA | TR-FRET, MBD2 binding to methylated oligonucleotide | Q9UBB5 | inhibition, % at 4.4 µM | AID 686964 | hit rate 0.31% among 370,000; in the data active means inhibition above about 13%
PLCb3 inh: PLC-beta3 (human) inhibition, primary screen. Purified PLC-beta3, fluorogenic substrate, fluorescence. Q01970. inhibition, % at 12.2 µM. AID 720704. hit rate 0.18% among 370,000; in the data active means inhibition above about 11%;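 further: 0% = median of compound wells on plate and 100% = full blocker control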
ASAP1 GAP inh: inhibitors of human ASAP1 ArfGAP activity; inhibition, % at 16.5 µM; AID 624377; hit rate 0.19% among 360,000; Q9ULH1; ASAP1-stimulated ARF1 GTP hydrolysis, GDP FP detection; in the data active means inhibition above about 25%;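 further: 0% = vehicle with enzyme and substrate and 100% = no enzyme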
Target sequence (Q9ULH1 325-724 limits assumed): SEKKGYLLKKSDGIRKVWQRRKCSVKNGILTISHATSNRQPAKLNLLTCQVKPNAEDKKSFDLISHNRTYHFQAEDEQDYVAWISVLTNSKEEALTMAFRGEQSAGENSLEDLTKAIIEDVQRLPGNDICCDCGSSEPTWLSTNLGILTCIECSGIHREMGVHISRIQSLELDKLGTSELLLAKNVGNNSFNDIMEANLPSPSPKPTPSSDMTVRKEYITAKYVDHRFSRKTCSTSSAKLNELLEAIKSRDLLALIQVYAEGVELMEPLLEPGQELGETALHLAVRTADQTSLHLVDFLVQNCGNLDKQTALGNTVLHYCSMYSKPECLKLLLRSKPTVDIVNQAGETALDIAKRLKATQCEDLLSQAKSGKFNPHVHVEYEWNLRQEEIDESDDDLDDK
PLCg1 inh: PLC-gamma1 (human) inhibition, primary screen | inhibition, % at 12.2 µM | P19174 | hit rate 0.84% among 370,000 | purified PLC-gamma1, fluorogenic substrate, fluorescence | AID 720700; in the data active means inhibition above about 9.5%
UHRF1 MBD2 ctr: human UHRF1 methylated DNA binding inhibitors | AID 687016 | hit rate 0.75% among 370,000 | Q96T88 | UHRF1 binding to methylated oligo, TR-FRET | inhibition, % at 4.4 µM; in the data active means inhibition above about 21%;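 further: UHRF1 SRA domain binding a hemimethylated CpG hairpin DNA probe; 0% = median of test compound wells and 100% = reference inhibitor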
DDE Tn6 FP inh: DD(E)-Tn6 binding inhibition, primary FP screen; P02675; Fibrin DD(E) TRITC-Tn6 fluorescence polarization displacement; inhibition, % at 8.3 µM; hit rate 0.21% among 370,000;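 active means inhibition above a per-campaign cutoff: mean of compounds within control limits plus 3 SD, cut at about 15% in these data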;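 further: 0% = median of all compound wells on the plate and 100% = blocking peptide control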
Target sequence (P02675 whole entry, looked up): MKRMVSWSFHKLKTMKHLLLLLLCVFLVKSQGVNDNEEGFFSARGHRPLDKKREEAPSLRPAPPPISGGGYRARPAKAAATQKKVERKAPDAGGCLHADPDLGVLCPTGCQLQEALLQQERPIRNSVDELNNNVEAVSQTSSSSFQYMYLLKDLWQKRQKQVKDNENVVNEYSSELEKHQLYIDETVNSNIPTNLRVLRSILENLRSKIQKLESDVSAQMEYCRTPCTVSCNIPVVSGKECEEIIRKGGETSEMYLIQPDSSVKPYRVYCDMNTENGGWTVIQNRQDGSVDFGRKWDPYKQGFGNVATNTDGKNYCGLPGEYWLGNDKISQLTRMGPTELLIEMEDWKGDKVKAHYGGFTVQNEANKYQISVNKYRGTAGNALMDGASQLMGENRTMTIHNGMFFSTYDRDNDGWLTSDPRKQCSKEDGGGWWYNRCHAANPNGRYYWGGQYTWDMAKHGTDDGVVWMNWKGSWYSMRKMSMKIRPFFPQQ
Tn7 DDE FP: inhibitors of Tn7 peptide binding to human fibrin DD(E). P02675. FP displacement of FITC-Tn7 peptide from fibrin DD(E); 0% = median of compound wells per plate. inhibition, % at 8.3 µM. hit rate 0.13% among 370,000;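 active means inhibition above the mean of compounds falling within the control limits plus 3 SD of them, cut at about 14% in these data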;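 further: 0% = plate median of compound wells and 100% = 10 µM Aha-Tn7 peptide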
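Assay system: Human fibrin DD(E) protein | Medium: Tris buffer with calcium and detergent, pH 7.8 | Reagent: 0.1 µM fluorescent Tn7 | Compound dosing: Single point at 8.3 µM | Times: 10 min preincubation, 3 h with tracer, room temperature | Detection: Fluorescence polarization of the labelled Tn7 tracer | Controls: Aha-Tn7 high control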
KLK7 zymogen act: activates the human kallikrein-7 zymogen; purified proKLK7, EDANS-DABCYL substrate fluorescence; 100% is mature enzyme control, 0% vehicle; AID 652039; activation, % at 7 µM; P49862; hit rate 0.9% among 370,000;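 active means activation above the mean of all tested compounds plus 3 SD, computed per campaign excluding outliers beyond control limits, cut at about 13% in these data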
ARFGAP1 inh: inhibits rat ARF GTPase activating protein 1 | Q62848 | Arfgap1-stimulated ARF1 GTP hydrolysis, GDP FP detection | inhibition, % at 16.5 µM | hit rate 0.26% among 360,000 | AID 651572;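 active means inhibition above a per-plate limit, mean inhibition of low control wells plus 3 SD, cut at about 25% in these data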;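 further: 0% = DMSO wells with enzyme and 100% = wells lacking Arfgap1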
Target sequence (Q62848 1-136 limits assumed): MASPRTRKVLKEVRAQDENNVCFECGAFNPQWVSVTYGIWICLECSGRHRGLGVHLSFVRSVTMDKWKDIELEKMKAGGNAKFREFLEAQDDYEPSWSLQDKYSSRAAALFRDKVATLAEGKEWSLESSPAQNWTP
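Material – truncated rat Arfgap1 GAP domain · Buffer or medium – HEPES-based buffer, pH 7.5 · Reagent – human ARF1(Δ1-17)-GTP substrate · Dosing – 16.5 µM single point, 1.26% DMSO · Schedule – GTP hydrolysis reaction 2 h at 25 °C · Technique – GDP detection by fluorescence polarization · Benchmarks – No-Arfgap1 wells (100%) versus DMSO full-reaction wells (0%) · Repeats – single replicate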
* = called active by the depositor; i = inactive.

SMILES	ADAM17 inh	MBD2 DNA inh	PLCb3 inh	ASAP1 GAP inh	PLCg1 inh	UHRF1 MBD2 ctr	DDE Tn6 FP inh	Tn7 DDE FP	KLK7 zymogen act	ARFGAP1 inh
CC(=O)Nc1cccc(NC(=O)CSc2nc(C)c(C)c(C)c2C#N)c1	0	1	1	5	-1	-2	-2	-3	0.0	-2
COc1ccc(NS(=O)(=O)c2cccc(C(=O)NNC(=O)COc3ccccc3)c2)cc1	1	0	-3	-7	9.6*	0	-5	-3	-0.2	-1
Nc1c(N=O)c(=O)[nH]c(=O)n1-c1ccccc1	3	-9	-1	-5	3	-3	-9	-6	0.1	-4
CSCCC(Nc1nc2ccccc2s1)C(=O)O (configuration not stated)	-3	3	-4	5	-1	2	-11	0	0.2	6
COC(=O)c1ccccc1NC(=O)CN1C(=O)c2ccccc2C1=O	-3	1	-5	5	2	-1	7	-5	0.2	12
CCOC(=O)N1CCN(C(=O)C[C@H]2C[C@@]3(C(=O)OC)C(=C[C@H](COCc4ccccc4)O[C@@H]3C)N(CCC3=CCCCC3)C2=O)CC1	4	-4	6	4	2	1	-3	-2	0.0	-6
O=C(N/N=C/c1ccccc1O)C1(O)c2ccccc2-c2ccccc21	-15	1	-24	-2	-27	-2	1	3	-31	10
CC(=O)OCC1OC(OCc2cn(C[C@H]3CC[C@@H]([C@@H]4CC[C@H](Cn5cc(COC6OC(COC(C)=O)C(OC(C)=O)C(OC(C)=O)C6OC(C)=O)nn5)O4)O3)nn2)C(OC(C)=O)C(OC(C)=O)C1OC(C)=O (some centres not stated)	0	0	6	13	3	-2	-1	-4	0.3	6
Cc1oc(S(=O)(=O)N2CCOCC2)cc1C(=O)Nc1ccc(F)cc1	1	2	-5	-10	1	-1	-2	-3	-0.2	6
Cc1nn(Cc2ccccc2)c(C)c1CCC(=O)O	-3	-2	2	-1	0	0	4	0	-0.2	4
O=C(NNC(=O)C1CCCO1)c1ccc(F)cc1 (configuration not stated)	0	7	0	-12	-1	-1	1	-2	0.2	9
COc1cccc(NC(=O)COC(=O)Cc2ccc(Br)cc2)c1	6	-6	-2	-10	-2	-1	2	7	-0.1	-7
O=C(CSc1nnnn1-c1cccc2c1CCCC2)N1CCOCC1	-1	-2	-1	-19	-1	-2	7	4	-0.4	-6
COc1ccc(CCNc2ccc(C(CC(N)=O)NC(=O)Cc3cccc4ccccc34)cc2[N+](=O)[O-])cc1 (configuration not stated)	-6	1	0	7	-1	3	2	10	0.5	-11
CS(=O)(=O)Nc1ccc(C2=NN(C(=O)CCCC(=O)O)C(c3cccs3)C2)cc1 (configuration not stated)	i	-5	i	-3	-414	5	6	-4	26*	-17
O=C(CC[C@H]1O[C@@H](n2cnc3c(NC(=O)c4ccccc4)ncnc32)[C@H](O)[C@@H]1O)NCC1CCN(Cc2ccccc2)CC1	-5	12	-2	8	-2	14	-1	-4	0.2	1
CCc1cc2c(=O)c(Oc3ccccc3F)c(C)oc2c(CN(C)C)c1O	i	-2	i	10	i	4	-4	-4	63*	10
COC(=O)c1c(C(=O)OC)c(-c2ccc(C)cc2)n2c1CCC2	-1	-4	3	3	4	2	3	-7	0.6	7
O=S(=O)(NC1c2cccc3cccc(c23)C1Sc1ncccn1)c1ccccc1 (configuration not stated)	3	-2	-2	-3	1	-2	-13	1	0.4	-1
Cc1cccc(C(=O)NC(=S)N2CCN(C)CC2)c1	-3	-3	0	3	-2	-1	-5	-4	-0.3	-5
C=CCn1c(=O)n(C)c2c(=O)n(C)c(=O)n(C)c21	-3	-1	0	13	2	0	1	3	0.1	9
CC1(C)COC(c2cc3c(cc2Br)OCO3)OC1	2	-4	3	9	1	-1	-1	-4	-0.1	7
C=CCn1c(SCC(=O)N2CCCC2=O)nc2sc(CC)cc2c1=O	-1	2	2	-5	-2	-1	0	3	0.5	-5
CC(C)C(=O)Nc1ccc(Cc2ccc(NC(=O)C(C)C)c(O)c2)cc1O	-1	3	6	-5	4	16	2	3	0.2	12
CC(C)(C)c1cc(OC(=O)c2ccccc2F)ccc1O	4	-1	3	-2	4	-3	0	-6	0.3	-4
CC(c1ccccc1)n1c(CO)nc2ccccc21 (configuration not stated)	-4	4	-10	-1	2	1	6	-4	0.5	-5
CC(=O)c1ccc(NC(=O)CSc2nnc(-c3ccncc3)o2)cc1	-1	-5	-1	-14	5	2	-13	-3	-0.3	-14
O=C(Nc1nnc(C2CC2)o1)c1ccc(S(=O)(=O)N2CCCc3ccccc32)cc1	8	-5	0	0	1	-4	-1	10	-0.6	-8
CC1(C)CC2CC(C)(CN2C(=O)COC(=O)CNC(=O)c2ccc(Cl)c(Cl)c2)C1 (configuration not stated)	1	6	-4	-9	-21	5	-4	0	0.0	-4
CCCc1cc(=O)oc2cc(C)cc(OCC(=O)NCCCN3CCCC3=O)c12	-92	0	-213	1	-153	2	2	-1	8.7	4
CCc1nc2sc(C)c(C)c2c(=O)n1CCO	-5	4	2	7	1	-4	3	2	1.0	-9
CCC(CC)=NNc1ccc(S(N)(=O)=O)cc1[N+](=O)[O-]	0	-13	-6	14	2	-6	0	-3	1.1	-1
CCCCOC(=O)N1CCOCCOCCOCC1	-1	-8	-1	-3	1	1	5	3	-0.1	-6
COc1ccc(CCNC(=O)CSc2nnc(CNC(=O)c3cc(OC)c(OC)c(OC)c3)o2)cc1OC	-1	5	-4	-2	-1	2	-3	7	0.5	0
O=C(CSc1ccc2nnc(-c3ccccc3)n2n1)NCc1ccco1	-9	0	-35	6	-23	-1	6	-4	1.4	-10
Cc1[nH]c(-c2ccc3c(c2)OCO3)nc1C(=O)O	-6	-4	0	-1	5	0	0	2	0.5	-4
CCC(C)NC(=O)c1ccc(N2CCC3(CC2)OCCO3)c([N+](=O)[O-])c1 (configuration not stated)	-4	-2	4	-2	-1	-4	-1	0	0.1	-1
CCOC(=O)c1c(CN2CCCCC2)n(C)c2ccc(OC)c(S(=O)(=O)c3ccccc3)c12	0	-1	-5	-3	-2	1	1	2	0.3	13
c1ccc(Oc2cnc3ccccc3n2)cc1	3	0	5	-4	6	3	-5	-2	-0.3	4
CCCCNC(=O)NNC(=O)c1ccco1	3	2	4	1	5	1	3	3	-0.6	0
CC(=O)c1cccc(NC(=O)C(C)OC(=O)Cc2n[nH]c(=O)c3ccccc23)c1 (configuration not stated)	0	-2	-6	-9	0	-1	-7	-3	-0.1	-13
NC(=O)CN1C(=O)C(=O)N(Cc2ccc(F)cc2)C1=O	1	-6	-6	7	4	2	3	-7	0.0	1
Nc1c(C(=O)Nc2ccccc2)sc2nc(N3CCOCC3)c3c(c12)CCCC3	-104	1	i	4	-403	6	-6	-3	-9.4	4
N#C/C(=C/c1ccc(N2CCOCC2)o1)C(=O)NC1CCCCC1	-3	-8	-29	2	-20	-26	-10	-16	0.2	1
O=C1Nc2ccccc2/C1=N/N=C/c1cccc(O)c1	-4	-1	-10	-8	3	-5	0	-3	-0.3	1
COc1cc(NC(=O)COC(=O)/C=C/c2ccc(Cl)cc2Cl)cc(OC)c1	3	-4	-1	1	1	0	3	-1	-0.3	-12
O=C1CC(c2ccccc2)N1c1ccccc1 (configuration not stated)	-1	-4	4	0	0	2	-2	5	0.3	-8
CSc1ncccc1C(=O)Nc1nc2c(C)cccc2s1	2	-2	-11	0	-3	5	1	-9	1.9	-5
CC(C)Cc1ccc(C(C)C(=O)Nc2ccccc2O)cc1 (configuration not stated)	0	7	-3	4	3	-1	0	-3	-0.4	14
CN(CC(=O)N1CCN(c2ccccc2)CC1)C1CCCc2ccccc21 (configuration not stated)	-2	-1	-8	6	3	1	0	-1	-0.4	-5
Cc1occc1C(=O)Nc1ccc(S(N)(=O)=O)cc1	-2	-4	0	-9	0	-2	8	12	0.2	11
C=CCN1CCN(C(=O)c2ccc(-c3ccccc3)cc2)CC1	0	8	-9	-1	-3	7	-6	-1	-1.0	15
CCOc1ccc(Oc2ccc(Cl)cc2NC(=O)CCNC(C)=O)cc1	1	-5	2	17	4	3	-2	-6	-0.1	-2
COC(=O)C(CCSC)NC(=O)/C=C/c1ccc(OC)cc1 (configuration not stated)	-2	0	0	-2	2	-3	-4	1	0.4	11
COc1ccc(Nc2cc3n(c(=O)n2)CCc2cc(OC)c(OC)cc2-3)cc1	-92	2	-88	-5	-62	5	-6	-1	4.5	12
O=C(c1ccc2c(=O)n(-c3ccccc3)c(=S)[nH]c2c1)N1CCCCC1	-3	-2	-7	11	2	-1	0	4	0.2	-9
CCN(CC(=O)Nc1c(F)cccc1F)C(=O)CSc1nc(C)cc(C)n1	3	0	-4	-4	1	1	9	-1	-0.3	7
C(=N\n1cnnc1)/c1ccc(N2CCOCC2)s1	-31	-4	-20	5	-17	1	-13	-1	-0.2	10
CN(Cc1ccccc1)C(=O)c1ncn2c1C(=O)N(C)CC2	-1	-3	5	-8	-2	-3	-8	-8	0.9	-3
CCSc1nnc(NC(=O)CSc2nnc(C)c(=O)n2N)s1	-5	5	-6	-7	-3	2	2	-2	-0.4	1

An excerpt from above in order of length of the SMILES, lowest first:
SMILES	ADAM17 inh	MBD2 DNA inh	PLCb3 inh	ASAP1 GAP inh	PLCg1 inh	UHRF1 MBD2 ctr	DDE Tn6 FP inh	Tn7 DDE FP	KLK7 zymogen act	ARFGAP1 inh
C(=N\n1cnnc1)/c1ccc(N2CCOCC2)s1	-31	-4	-20	5	-17	1	-13	-1	-0.2	10
C=CCN1CCN(C(=O)c2ccc(-c3ccccc3)cc2)CC1	0	8	-9	-1	-3	7	-6	-1	-1.0	15
CN(CC(=O)N1CCN(c2ccccc2)CC1)C1CCCc2ccccc21 (configuration not stated)	-2	-1	-8	6	3	1	0	-1	-0.4	-5

Continuation.
SMILES	ADAM17 inh	MBD2 DNA inh	PLCb3 inh	ASAP1 GAP inh	PLCg1 inh	UHRF1 MBD2 ctr	DDE Tn6 FP inh	Tn7 DDE FP	KLK7 zymogen act	ARFGAP1 inh
Cc1ccc(S(=O)(=O)Nc2ccc3ccccc3c2)cc1	17*	2	1	13	1	6	-6	-12	0.1	6
COCCn1c(-c2ccc(SC)cc2)nc2c1c(=O)[nH]c(=O)n2CC(C)C	-136	7	-69	-1	-37	3	-2	-2	-1.3	-5
Cc1occc1C(=O)Nc1ccccc1NC(=O)c1ccoc1C	0	1	4	22	0	-1	4	-1	-0.8	9
O=C(COC(=O)C1CC(=O)N(c2nc(-c3ccccc3)cs2)C1)c1ccccc1 (configuration not stated)	-1	9	2	11	-3	0	5	-2	0.1	1
C=CCOC(=O)C1=C[C@@H](c2ccc3c(c2)OCO3)C[C@@H](OCCCCO)O1	-8	2	-22	13	-15	2	3	0	2.0	-8
CCOC(=O)c1c(NC(=O)CN2C(=O)NC3(CCCCC3C)C2=O)sc(C)c1C (configuration not stated)	5	2	0	1	2	3	-5	3	-0.1	8
Cc1cc(C)c2nc(N3CCCC(C(=O)NC4CCCC4)C3)sc2c1 (configuration not stated)	-3	1	-4	-4	2	3	9	7	-0.5	-1
